C-LANA FP – blocks KSHV LANA C-terminal domain binding to DNA; 340,000 tested, 0.078% active; MBP-C-LANA/FAM-LBS DNA binding, fluorescence polarization; inhibition, % at 9 µM; AID 504423;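 active = highest replicate inhibition at or above 60% at 9 µM, even if other replicates fall short; inactive = all replicates below 60% inhibition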;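 note: 0% = neutral control wells and 100% = 4 µM acridine orange control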
V-ATPase pHluor – alters yeast V-ATPase proton transport; S. cerevisiae, pHLuorin cytosolic pH fluorescence; response, % at 10 µM; 350,000 tested, 0.37% active; AID 504577; in the data active = response mostly above about 7.3%, no sharp cut-off; inactive = mostly below about 5.4%; note: actives read high; inactives centre near 0; some compounds called inactive have numbers as strong as hits; reference of the scale not given here
Keap1 Nrf2 FP – inhibitors of human Keap1-Nrf2 protein-protein interaction. Keap1 Kelch-Nrf2 peptide fluorescence polarization, 1536-well. inhibition, % at 9.4 µM. 340,000 tested, 0.15% active. AID 504523; in the data active = inhibition above about 12%;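 note: human Keap1 Kelch domain with fluorescein labeled Nrf2 9mer peptide probe; 0% = neutral control wells and 100% = peptide positive control; higher means more block of Keap1 binding to Nrf2 peptide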
MOR-DOR ag – OPRM1-OPRD1 heterodimerization agonism; AID 504326; P35372+P41143; 340,000 tested, 0.3% active; activation, % at 9.3 µM; cells, luminescence; in the data active = activation above about 18%;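 note: 0% = vehicle-treated cells and 100% = reference agonist; values of inactives mirror those of a sister screen read the other way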
Target sequence (P35372 whole entry, looked up): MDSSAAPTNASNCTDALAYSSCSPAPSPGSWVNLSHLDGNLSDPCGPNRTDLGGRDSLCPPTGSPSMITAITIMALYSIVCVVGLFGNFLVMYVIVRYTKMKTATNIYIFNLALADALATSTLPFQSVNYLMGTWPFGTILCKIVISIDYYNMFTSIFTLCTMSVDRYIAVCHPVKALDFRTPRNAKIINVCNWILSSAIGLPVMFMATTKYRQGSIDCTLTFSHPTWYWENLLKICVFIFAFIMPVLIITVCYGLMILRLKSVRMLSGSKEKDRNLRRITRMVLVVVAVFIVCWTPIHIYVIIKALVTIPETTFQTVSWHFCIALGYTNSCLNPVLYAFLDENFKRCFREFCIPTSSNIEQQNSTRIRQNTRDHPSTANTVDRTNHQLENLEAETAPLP
Target sequence (P41143 whole entry, looked up): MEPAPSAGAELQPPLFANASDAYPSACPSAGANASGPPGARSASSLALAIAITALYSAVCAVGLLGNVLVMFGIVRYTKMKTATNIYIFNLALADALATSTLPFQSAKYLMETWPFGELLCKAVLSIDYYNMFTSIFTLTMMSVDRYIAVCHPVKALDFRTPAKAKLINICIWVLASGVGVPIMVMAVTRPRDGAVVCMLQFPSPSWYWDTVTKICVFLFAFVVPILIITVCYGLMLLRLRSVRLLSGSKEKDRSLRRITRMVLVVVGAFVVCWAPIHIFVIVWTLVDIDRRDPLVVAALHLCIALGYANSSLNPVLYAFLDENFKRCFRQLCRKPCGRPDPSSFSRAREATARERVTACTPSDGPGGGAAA
RTF Ca sens inh – cardiac RTF calcium desensitization; inhibition, % at 7.15 µM; AID 493244; IANBD-labeled cardiac RTF, Ca2+ fluorescence; P19429+P45379; 340,000 tested, 0.12% active;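 active = inhibition above the mean inhibition of all tested compounds plus 3 SD, cut at about 17% in these data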;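 note: assay run at fixed EC70 calcium of 1.6 mM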
OPRM1-OPRD1 inv – inverse agonist of human OPRM1-OPRD1 heterodimerization | P35372+P41143 | cell-based MOR-DOR heterodimer luminescence, inverse agonism | inhibition, % at 9.3 µM | 340,000 tested, 0.21% active | AID 504357; in the data active = inhibition above about 22%, passing the limit was not always enough;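 note: 0% = cells with DMSO and 100% = wells without cells with DMSO; values of inactives mirror those of a sister screen read the other way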
cardiac RTF act – increases calcium sensitivity of human cardiac regulated thin filaments. activation, % at 7.2 µM. IANBD-labeled TnC RTF fluorescence at EC20 calcium; 0% EC20 calcium, 100% full calcium. 340,000 tested, 0.24% active;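 active = activation above the mean over all tested compounds plus 3 SD, cut at about 30% in these data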;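 note: rise in fluorescence read as greater calcium sensitivity of cardiac thin filaments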
DSG3 Ab inh – human desmoglein-3 autoantibody binding inhibition; P32926; DSG3-coupled beads, scFv-anti-DSG3-GFP binding, flow cytometry; hits give low values; AID 588358; binding (percent of control), % at 10 µM; 310,000 tested, 0.48% active;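 active = binding more than 3 SD below its plate's average and above zero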;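 note: hits lower antibody fragment binding to DSG3; some compounds called inactive have numbers as strong as hits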
Arrestin-AP2 inh – human beta-arrestin and AP2 interaction inhibition; inhibition, % at 10 µM; FITC-arrestin peptide / GST-AP2 beads, flow cytometry; AP2 beta2 appendage carries R879A mutation; 340,000 tested, 0.31% active;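 active = inhibition above a set limit, near 3 SD of compounds lacking own fluorescence, cut at about 54% in these data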;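 note: plate controls were DMSO wells for no effect and 5 µM unlabelled arrestin peptide for full effect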
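System: GST-AP2 R879A glutathione beads; medium: PBS, Tween 20 0.05%, BSA 0.1%; reagent: fluorescein-tagged arrestin peptide at 50 nM final; schedule: pre-incubation 12 min, peptide binding 1 h, room temperature; detection: flow cytometry, FL1 (488/535 nm); read-out: inhibition as reduced fluorescein signal on beads, percent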
Wnt bcat act – activators of Wnt/beta-catenin signaling; Wnt/beta-catenin reporter cell assay, activator, plate reader; 300,000 tested, 1.2% active; activation, % at 9.35 µM; in the data active = activation above about 30%, passing the limit was not always enough;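 note: 0% = neutral control wells and 100% = positive control wells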
Starred values were filed as active, the others as inactive; · = no result given. Hits appear at their usual frequency; overall some 3.1% were active at least once.

Compound	C-LANA FP	V-ATPase pHluor	Keap1 Nrf2 FP	MOR-DOR ag	RTF Ca sens inh	OPRM1-OPRD1 inv	cardiac RTF act	DSG3 Ab inh	Arrestin-AP2 inh	Wnt bcat act
O=C(COC(=O)c1cc(Br)ccc1O)Nc1cccnc1Cl	·	0.7	·	-2.3	-4.8	11.7	7.2	105.6	-3.9	-0.9
CCc1cccc(CC)c1N(COC)C(=O)Cn1cnc2ccccc21	·	-2.4	·	·	·	·	·	112.5	12.0	-0.5
COc1ccc(Cc2nnc(SCC(=O)NC3CCCC3)o2)cc1	3.1	-1.3	0.8	-3.1	5.6	18.5	-1.6	73.4	27.6	-12.8
CCCCNC(=S)Nc1ccc2nc(N3CCN(CC)CC3)cc(C)c2c1	-3.2	-0.8	2.8	1.0	-9.4	-4.5	-6.9	101.7	12.1	-2.9
O=C(O)c1ccccc1-c1ccccc1C(=O)NCCCO	-1.2	2.4	-3.8	-1.9	7.2	10.1	-0.6	·	-5.5	·
CCC(c1nnnn1Cc1ccccc1)N1CCN(c2ccccc2)CC1 (centres undefined)	-0.9	3.3	-5.7	-1.1	0.2	5.1	-0.7	113.1	7.1	-0.5
CCCCN1CC[C@H]2C=CC[C@@H](C(=O)Nc3ccccc3)[C@H]2C1=O	-2.0	0.6	-1.1	0.3	10.2	-1.8	10.3	102.5	8.8	0.5
OCCC1CN(Cc2cccc3nccnc23)CCN1Cc1ccc(F)cc1 (centres undefined)	-0.5	4.5	-0.6	-2.3	0.6	12.2	-1.6	97.0	7.4	1.4
O=C1c2ccccc2C(=O)N1C/C=C/c1ccccc1	-0.1	-3.5	-0.5	1.9	-5.6	-10.5	0.1	76.9	2.0	-2.7
COc1ccc(C(=O)Nc2nc3cc4c(cc3s2)OCO4)c(OC)c1	0.3	-73.1	3.7	-0.6	-3.0	3.0	-0.3	77.8	-6.9	7.4
CCN(C(=O)CSc1nc2ccccc2n1CC(C)C)c1c(N)n(Cc2ccccc2)c(=O)[nH]c1=O	0.4	1.6	5.5	-3.2	-7.1	12.9	0.6	96.2	-29.9	-4.1
Clc1ccc(Oc2nc(Oc3ccc(Cl)cc3)nc(N3CCOCC3)n2)cc1	-0.4	11.4	-5.0	2.3	-9.4	-11.5	-3.4	90.9	12.3	·

3 entries already listed, sorted by number of heavy atoms, high to low.
Compound	C-LANA FP	V-ATPase pHluor	Keap1 Nrf2 FP	MOR-DOR ag	RTF Ca sens inh	OPRM1-OPRD1 inv	cardiac RTF act	DSG3 Ab inh	Arrestin-AP2 inh	Wnt bcat act
Clc1ccc(Oc2nc(Oc3ccc(Cl)cc3)nc(N3CCOCC3)n2)cc1	-0.4	11.4	-5.0	2.3	-9.4	-11.5	-3.4	90.9	12.3	·
CCCCNC(=S)Nc1ccc2nc(N3CCN(CC)CC3)cc(C)c2c1	-3.2	-0.8	2.8	1.0	-9.4	-4.5	-6.9	101.7	12.1	-2.9
O=C1c2ccccc2C(=O)N1C/C=C/c1ccccc1	-0.1	-3.5	-0.5	1.9	-5.6	-10.5	0.1	76.9	2.0	-2.7

More results follow:
Compound	C-LANA FP	V-ATPase pHluor	Keap1 Nrf2 FP	MOR-DOR ag	RTF Ca sens inh	OPRM1-OPRD1 inv	cardiac RTF act	DSG3 Ab inh	Arrestin-AP2 inh	Wnt bcat act
CCN1C(=O)C2CCCCN2c2ccc(C(=O)NCCOC)cc21 (centres undefined)	-2.3	3.5	-7.4	-0.6	-6.6	3.6	0.6	93.9	41.7	-3.4
CCC(C)NS(=O)(=O)c1ccc(N)cc1 (centres undefined)	0.7	0.6	2.4	-2.9	-4.4	14.8	-0.2	97.4	-8.8	0.3
CC(=O)c1ccc(OCCCC(=O)Nc2nnc(C3CC3)s2)cc1	0.4	-1.2	1.3	-1.4	-1.6	6.9	-4.1	130.0	13.9	-5.6
CCOC(=O)[C@H]1[C@H]2COc3ccc(C)cc3[C@@H]2N2C(=O)c3cc(F)c(F)cc3NC(=O)[C@@]12C	1.0	-1.5	-4.7	0.2	-0.2	-1.1	-2.5	114.7	5.9	1.3
CN(C(=O)c1ccoc1)c1ccc2ccccc2c1	0.1	-1.5	0.7	-1.1	-1.0	7.4	-4.6	103.4	1.0	-1.8
CC(=O)c1cccc(CN2CCCC(CCC(=O)NCc3ccccc3F)C2)c1 (centres undefined)	2.5	2.1	2.1	-0.4	-11.9	1.6	4.6	·	6.4	-3.2
C=CCN1C(=O)C(Cc2cccc(C)c2)SC1=Nc1ccc(C(=O)O)cc1 (centres undefined)	0.5	-4.4	-5.7	-3.0	-2.4	16.1	-1.0	100.5	-4.5	·
O=C(NCCCN1CCCC1=O)c1cccc(S(=O)(=O)N2CCN(c3ccc(F)cc3)CC2)c1	0.1	2.1	-3.4	-2.4	-2.2	12.8	-1.2	·	-5.7	1.0
Cc1noc(C)c1C(=O)OCC(=O)NCCc1ccc(Cl)cc1	1.5	-1.6	2.3	-1.3	-6.4	7.7	-3.6	97.9	10.8	-3.0
CC(C)(C)c1ccc(NC(=O)NC2CCCc3ccccc32)cc1 (centres undefined)	0.0	-1.4	-6.5	-1.8	1.7	9.3	-4.8	94.6	0.6	-0.1
CC(OC(=O)c1ccc(-n2cnnn2)cc1)C(=O)Nc1ccccc1[N+](=O)[O-] (centres undefined)	0.1	-3.4	-0.2	0.8	-2.3	-3.0	5.8	95.8	4.9	-2.0
CC1Cc2ccccc2N1C(=O)COC(=O)Cn1nnc(-c2ccccc2)n1 (centres undefined)	-1.6	0.8	-2.0	-0.1	-2.4	0.4	7.2	101.6	5.1	·
COc1cc(NC(=O)c2ccc(C(=O)c3ccccc3)cc2)cc(OC)c1OC	-1.4	-1.4	-2.8	-0.5	-0.8	3.5	-1.3	102.8	-2.0	-0.3
CCOC(=O)c1c(CN2CCN(CC#N)CC2)n(C)c2cc(Br)c(OC)cc12	-2.7	0.5	1.0	-0.9	-0.8	4.7	2.7	94.5	1.8	-0.9
O=C1C(Cc2cccc([N+](=O)[O-])c2)SC(=Nc2ccccc2)N1c1ccccc1 (centres undefined)	-0.5	-0.7	0.0	3.1	-20.8	-13.9	8.4	107.8	-4.9	·
CC(=O)c1ccc(N2CCN(C(=O)C3CCCN(S(=O)(=O)c4c(C)[nH]c(=O)[nH]c4=O)C3)CC2)cc1 (centres undefined)	-2.2	-0.3	-3.4	-1.9	-9.5	11.0	4.4	100.3	1.1	-1.8
c1ccc(-c2n[nH]c(-c3ccccn3)n2)cc1	-0.3	12.9	-2.3	-1.0	-5.3	4.3	-0.6	117.6	8.4	·
CCCOc1ccc(-c2nc(C#N)c(NCC3CCCO3)o2)cc1 (centres undefined)	-0.5	2.2	0.5	1.6	-0.5	-8.5	4.0	103.5	-0.4	·
Cc1oc2c(O)c(O)ccc2c(=O)c1-c1cnn(-c2ccccc2)c1	0.7	-1.8	-3.0	1.2	-1.2	-6.3	-5.1	98.8	7.6	·
Cc1cc(NC(=O)Cn2cnc3c(nnn3-c3cccc(F)c3)c2=O)no1	-0.8	-0.6	-3.4	-2.1	-6.2	10.2	-3.1	102.7	4.2	-2.4
O=C(NNc1ccccc1)C(=O)N1CCCCC1	0.1	-0.3	-0.6	-2.1	-17.7	10.9	-0.1	104.8	4.3	·
O=C(Nc1ccc2c(c1)CCCN2C(=O)c1cccs1)c1cccc(F)c1	-0.3	3.0	-1.1	1.5	-2.6	-7.8	-1.2	104.2	-4.3	6.7
Cc1cc(O)ccc1NC(=O)Cc1cccc2ccccc12	-2.2	0.6	-1.9	-1.5	-5.7	7.0	-5.7	95.2	25.4	5.3
C#CCOCCOCCOCCNc1nc(N2CCN(C(=O)[C@H]([C@@H](C)CC)n3cc([C@@H](N)CC(C)C)nn3)CC2)nc(N2CCN(C(=O)[C@H]([C@@H](C)CC)n3cc([C@@H](N)CC(C)C)nn3)CC2)n1	-0.4	3.6	-7.0	-1.0	-8.4	5.6	0.4	104.6	-6.0	-0.2
C=CCCC(=O)Nc1ccc(Br)cn1	-0.4	1.7	3.3	-4.1	-0.9	21.1	-1.7	108.3	15.7	-0.3
N#CC1(NC(=O)CSc2n[nH]c(-c3ccccc3)n2)CCCCC1	-0.1	-2.7	-2.3	-2.5	3.2	13.5	-8.0	101.5	23.1	-5.8
COc1ccc(OC)c(N2C(=O)C(Cl)=C(N3CCCCC3)C2=O)c1	-0.9	-0.9	0.4	0.8	-4.2	-4.4	-0.9	101.7	2.2	·
O=C(Nc1ccc(F)cc1)c1cccc2ccccc12	3.6	3.1	-1.8	-1.4	-8.4	6.7	-0.9	112.6	-2.4	4.0
CC1(C(=O)O)Sc2[nH]c(=O)sc2C2c3ccccc3OC(=O)C21 (centres undefined)	1.8	2.3	-2.3	-0.8	-0.8	4.8	-4.9	100.7	2.7	·
CC1CCN(C(=O)COC(=O)/C=C/c2ccc([N+](=O)[O-])cc2)CC1	0.4	-4.7	1.4	4.2	-13.3	-20.4	10.6	118.2	14.2	-8.1
CC(C)(C)NNC(=S)Nc1cccc(F)c1	-0.9	-3.4	2.6	0.3	-7.2	-1.4	3.6	·	-15.8	2.5
NC(=O)COC(=O)CC12CC3CC(CC(C3)C1)C2	-0.9	-2.1	-6.3	-4.1	-7.8	18.8	3.5	95.3	2.4	-1.5
O=C(CNS(=O)(=O)c1ccc(Br)s1)NCc1ccc2c(c1)OCO2	1.7	4.3	-1.4	-2.1	-3.3	11.8	-1.7	101.7	5.7	-0.3
Nc1ccc(S(=O)(=O)Nc2ccnn2-c2ccccc2)cc1	1.1	-5.1	-0.8	0.5	-0.2	-2.5	5.0	115.2	5.3	-0.5
CCN(Cc1cc(OC)c(OC)c(OC)c1)C(=S)Nc1cccc(SC)c1	2.3	-2.5	-4.1	-0.8	-3.2	3.8	0.5	114.0	15.0	-1.3
COc1ccccc1CNS(=O)(=O)c1cccc2nsnc12	-0.3	4.2	-2.3	-3.2	-0.3	16.6	1.0	102.1	-7.9	3.0

Assay outcomes as filed in PubChem BioAssay.
